# Bioassay records (PubChem BioAssay)
# CHX counter: affects cycloheximide protein synthesis inhibition readout, counter-screen. max response, %. cell reporter, cycloheximide protein synthesis inhibition counterscreen. hit rate 12% among 300,000; in the data active means max response mostly above about 13%, no sharp cut-off; inactive means mostly below about 14%; further: read at 38.3 µM for the half of the compounds with a filed dose; 0% is about no effect
# LmPK inh: inhibitors of Leishmania mexicana pyruvate kinase; Q27686; Potency, µM (titrated, usually from 57.5 µM), without a hit: top-dose activity change, negative = inhibition, hits mostly inhibitors; purified LmPK, Kinase-Glo ATP luminescence, 1 h; hit rate 0.37% among 290,000; AID 1721; further: potency means the concentration at half of the fitted maximal effect; on the % scale 0 is the no-effect control and ±100 the full control effect
# Target sequence (Q27686 whole entry, looked up): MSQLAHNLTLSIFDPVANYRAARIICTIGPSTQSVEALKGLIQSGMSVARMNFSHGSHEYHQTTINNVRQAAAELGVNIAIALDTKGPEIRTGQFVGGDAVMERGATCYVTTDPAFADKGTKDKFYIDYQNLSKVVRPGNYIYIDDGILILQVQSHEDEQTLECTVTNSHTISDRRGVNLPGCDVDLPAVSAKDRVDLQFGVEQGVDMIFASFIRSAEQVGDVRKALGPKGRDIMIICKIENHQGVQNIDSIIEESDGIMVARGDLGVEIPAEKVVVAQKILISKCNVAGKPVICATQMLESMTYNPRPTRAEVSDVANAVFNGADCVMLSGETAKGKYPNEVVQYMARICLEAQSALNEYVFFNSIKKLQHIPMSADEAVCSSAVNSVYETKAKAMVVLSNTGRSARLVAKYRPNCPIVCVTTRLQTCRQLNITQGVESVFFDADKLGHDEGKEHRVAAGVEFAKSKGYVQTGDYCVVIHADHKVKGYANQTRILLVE
#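 Purified LmPK (0.1 nM) converted ADP (0.1 mM) to ATP with PEP (0.5 mM) in imidazole buffer pH 7.2 with KCl and MgCl2, 1 h at room temperature. ATP was read by Kinase-Glo luminescence; data normalized to uninhibited and no-enzyme controls.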
# TbPYK inhibitor: T. brucei pyruvate kinase inhibition. Q57TT1. AID 624173. hit rate 0.12% among 410,000. TbPYK enzyme, Kinase-Glo Plus ATP luminescence, 45 min. Potency, µM (titrated, usually from 76.8 µM), without a hit: at the highest dose activity, negative = inhibition, usual class: inhibitors; further: potency means the concentration at half of the fitted maximal effect; on the % scale 0 is the no-effect control and ±100 the full control effect; nearly all actives have a fitted effect of over 50% in size
#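 Screened from lowest to highest concentration, compounds were pinned into TbPYK/substrate mixtures, and ADP (130 uM final) was added. Plates sat at room temperature for 45 min prior to Kinase-Glo Plus detection by luminescence.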
# AMA1-RON2 inh: disrupts binding of P. falciparum AMA1 to RON2 | AlphaScreen AMA1-biotinylated RON2 peptide binding | Potency, µM (doses to about 58.2 µM), inactives show at the top dose activity change, negative = inhibition, hits mostly inhibitors | hit rate 0.2% among 360,000;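 further: potency means the concentration at half of the fitted maximal effect; 0% = vehicle wells and -100% = peptide control; nearly all actives have a fitted effect of over 45% in size; some results filed as inactive show a strong effect at the top dose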
#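 AMA1 (3D7) with his tag at 25 nM final met compounds first, then biotinylated RON2 peptide at 25 nM; detection used donor plus acceptor beads, 10 µg/mL apiece, read by AlphaScreen after 30 min at room temperature.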
# Shiga inhibitor: inhibitors of Shiga toxin in Vero cells; Vero cells, Shiga toxin protein synthesis inhibition reporter; inhibition, % at 38.7 µM; hit rate 9.2% among 290,000; AID 2315; in the data active means inhibition mostly above about 28%, no sharp cut-off; inactive means mostly below about 43%; further: 0% is about no effect
# Pf growth 96h: P. falciparum growth inhibition at 96 hours; P. falciparum luciferase reporter growth, 96 h; Potency, µM (top dose mostly 28.7 µM), without a hit: at the top dose activity change, negative = inhibition, actives largely listed as inhibitors; hit rate 6.9% among 320,000; AID 504834; further: potency means the concentration at half of the fitted maximal effect; on the % scale 0 is the no-effect control and ±100 the full control effect
#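 Infected RBCs, 2% Hct / 0.05% parasitemia final; luciferase-reporter P. falciparum; cpd 96 h, 37 C, 5% CO2; luciferase detection reagent; luminescence.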
# Pf growth 48h: P. falciparum growth inhibition at 48 hours (one generation) | P. falciparum luciferase growth in erythrocytes, 48 h | Potency, µM (titrated, usually from 28.7 µM), for inactives: at the highest dose activity change, negative = inhibition, most hits filed as inhibitors | hit rate 5.9% among 310,000 | AID 504832; further: potency means the concentration at half of the fitted maximal effect; on the % scale 0 is the no-effect control and ±100 the full control effect
#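 Cell-based growth assay: transgenic P. falciparum expressing firefly luciferase, cultured in red cells within RPMI 1640 containing 0.5% w/v Albumax, 24 mM bicarbonate and gentamycin. A drop in luciferase activity indicates inhibition.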
# Active calls of the source: *; u = inconclusive; x = no result given; [ ] = dose if it differs, or a comment. Unless noted, the call rests on the fitted dose curve; in most records, active means well fitted curve in the direction sought with a large enough effect; inconclusive means small, poorly fitted or top-dose-only effect, or another doubt; inactive means no such curve, though single readings can be large; an effect the other way counts as inactive or inconclusive.
SMILES,CHX counter,LmPK inh,TbPYK inhibitor,AMA1-RON2 inh,Shiga inhibitor,Pf growth 96h,Pf growth 48h
COc1ccc2nc(NC(=O)c3ccccc3O)sc2c1,57.6*,-7.4%,0.8%,11.2%,63.1*,2.9%,0.0%[0.00184 µM]
CCC(C)[C@H](NC(=O)N1CCCCCC1)C(=O)O (some centres not stated),5.6,5.9%,5.7%,-15.8%,16.3,-0.5%,17.3%
O=C(Cn1cc(C(F)(F)F)ccc1=O)Nc1cc(S(=O)(=O)N2CCOCC2)ccc1Cl,-1.2,0.7%,0.9%,-3.6%,-6.7,16.2%,-1.2%
COc1ccc(S(=O)(=O)Nc2ncccn2)cc1,9.0,0.3%,-3.8%,8.3%,17.0,-13.7%,5.7%
CC(C)c1nc(CNC(=O)CCc2nnc(-c3ccsc3)o2)cs1,9.0,0.8%,2.7%,1.3%,58.3,-35.0%,-16.1%
Cc1ccc(S(=O)(=O)NC(C)C(=O)NC2CC2)cc1 (configuration not stated),1.1,4.2%,-13.9%,-15.5%,-9.6,-12.9%,11.6%
Cc1cccc(C)c1NC(=O)C(=O)NCc1ccccn1,-2.0,1.7%,7.8%,9.5%,-11.5,70.1%[activator],5.9%
O=C1C=C(NC2=CC3OC(c4ccccc4)OCC3OC2=O)CCC1 (configuration not stated),27.0*,-2.9%,-17.8%,11.3%,35.3*,1.8%,-4.1%
COC(=O)C1(Cc2cc(-c3cccnc3)no2)CCN(C(=O)OC(C)(C)C)CC1,10.0*,1.1%,-13.1%,-2.9%,12.4,10.4µM*,u
CC(O)CNc1nc2c(c(=O)n(Cc3ccc(Cl)c(Cl)c3)c(=O)n2C)n1C (configuration not stated),-1.7,-1.0%,u,23.1%,-7.5,u,u
Cc1ccc(-n2nnnc2SCC(N)=O)c(C)c1,0.7,-2.5%,0.3%,0.0%,-3.7,x,5.0%
CC(=O)c1cccc(N2C(=NC(=O)C(C)C)SC3CS(=O)(=O)CC32)c1 (configuration not stated),-6.2,4.2%,-1.4%,0.0%,-3.5,-12.1%,5.7%
CCOC(=O)N1CCN(C(=O)c2cccc(OC)c2OC)CC1,-0.9,-9.5%,4.5%,14.9%,-11.0,7.7%,37.6%[activator]
CC1CCCN(S(=O)(=O)c2ccc(C(=O)Nc3nnc(-c4ccccn4)o3)cc2)C1 (configuration not stated),-5.4,7.4%,3.7%,113.5%[activator],1.6,u,-6.9%
O=C(c1ccc(Cl)cc1)N1CCc2ccccc21,32.8*,-1.3%,-2.4%,4.4%,46.0,u,6.1%
O=C(CN1CCN(c2ccccc2)CC1)Nc1ccc(F)cc1,0.7,0.1%,4.5%,-6.3%,2.6,10.7%,x
CC1(C)Oc2ccc(C(=O)N3CCCCC3)cc2N(CC(=O)NCc2ccccc2)C1=O,-5.0,6.0%,1.2%,-10.5%,-12.2,-20.6%,u
CC(=O)Oc1ccc(C(=O)Cc2ccccn2)c(O)c1,1.3,-2.8%,4.2%,26.3%,-4.3,32.4%[activator],3.3%
Cc1nc2ccc(Oc3ccccc3)cc2s1,x,x,-1.5%,15.1%,x,u,30.5%[activator]
C#CCOCCOCCOCCNc1nc(N2CCN(C(=O)[C@H](C(C)C)n3cc(CCO)nn3)CC2)nc(N2CCN(C(=O)[C@H]([C@@H](C)CC)n3cc(CCCN=C(N)N)nn3)CC2)n1,-0.4,1.7%,-0.7%,-8.1%,7.6,u,-7.1%
COc1ccc(OC)c(C(=O)c2ccc(C(=O)O)cc2)c1,5.2,-0.7%,2.6%,-9.5%,29.1,-7.0%,x
CCSc1nnc(NC(=O)CSc2nccn2-c2cccc(C)c2C)s1,14.7,4.0%,-15.2%,-6.7%,6.3,227.6%[activator],8.3%
COC(=O)c1sc(NC(=O)C2CCCCC2C(=O)O)c(C(=O)OC)c1C (configuration not stated),-8.6,-1.9%,3.3%,5.4%,-18.1,x,-22.7%
CCSc1nc2c(cnn2-c2ccc(C)cc2)c(=O)[nH]1,-2.8,0.4%,0.9%,14.8%,-14.6,u,2.3%
O=C(CCNS(=O)(=O)c1ccc2c(c1)CCC(=O)N2)Nc1ccc2c(c1)OCCO2,29.4*,2.0%,-7.4%,-4.5%,55.6*,u,30.7%[activator]
COc1ccc(CNCCCO)cc1OC,-2.7,-0.3%,-3.2%,11.8%,-30.8,-103.2%,3.6%
O=c1c(-c2cnn(-c3ccccc3)c2)coc2cc(O)ccc12,46.7*,-4.6%,-3.1%,-7.1%,108.2*,38.7%[activator],385.3%[activator]
CC1=NN(C(=O)c2ccccc2Cl)C(O)(c2cccnc2)C1 (configuration not stated),9.8,0.6%,5.8%,66.6%[activator],-3.8,-14.6%,27.9%
Nc1nc(CSc2nc3ccccc3[nH]2)nc(N2CCOCC2)n1,-3.6,0.7%,-4.3%,0.2%,-7.6,-1.1%,-15.2%
C[C@@H](NC(=O)c1nc[nH]c1C(=O)N[C@H](C)c1ccccc1)c1ccccc1,x,x,-7.2%,118.4%[activator],x,-16.8%,u
COc1ccccc1C(O)(c1ccccc1)C(CN1CCOCC1)c1ccccc1 (configuration not stated),6.7,-2.5%[11.5 µM],0.9%,-19.4%,10.4,u,u
CCOc1ccc(C(=O)NNC2CC(=O)N(CCc3ccccc3)C2=O)cc1OC (configuration not stated),-0.8,-3.5%,-1.6%,-1.3%,-7.7,8.4%,-9.8%
CCn1c(C)csc1=NC(=O)c1ccccc1O,55.9*,4.4%,-10.1%,13.4%,107.4*,1.65µM*,110.5%[activator]
CCOP(=O)(Cc1ccc(C#N)o1)OCC,1.3,2.4%,2.6%,-5.8%,-5.0,14.1%,11.7%
CCN(CC(=O)Nc1c(F)cccc1F)C(=O)CSc1ccc(F)cc1,x,x,-0.9%,8.0%,x,21.1%,33.5%[activator]
COc1ccc(NC(=O)c2csc(Cc3ccc(Cl)cc3)n2)cc1,10.5,1.0%,4.3%,-8.1%,23.2,34.1%[activator],3.2%
C/C(=N\Nc1ccc(Cl)c(C(=O)O)c1)c1ccc[nH]1,50.9*,-0.4%,0.7%,7.5%,157.4*,37.5%,-5.7%
CSCCC(NC(=O)c1ccco1)C(=O)OCC(=O)N(Cc1ccccc1)C(C)(C)C (configuration not stated),x,x,-1.1%,-3.0%,x,11.7%,-0.7%
O=C(C1CCN(S(=O)(=O)c2cnc[nH]2)CC1)N(CCc1ccccc1)Cc1ccccc1,13.2,-3.3%,1.4%,-0.1%,23.9,-4.8%,5.4%
CC1CCN(C(=O)C(C)Cl)CC1 (configuration not stated),-4.5,13.2%,1.0%,27.0%,-3.3,-7.9%,5.0%
C#CC(C)(CC)NC(=O)c1cc(OC)c(OC)c(OC)c1 (configuration not stated),0.4,-5.4%,0.7%,9.4%,8.8,50.5%[activator],-13.1%
COc1ccccc1C(=O)Nc1nc(-c2ccc(S(=O)(=O)N3CCOCC3)cc2)cs1,-0.5,10.4%,-3.9%,-22.1%,3.0,u,x
CCCCOC(=O)Cn1c(=N)n(CCC)c2ccccc21,1.6,-8.3%,-10.3%,18.5%,1.9,-0.3%,0.0%
Cc1cccc(NS(=O)(=O)c2cccs2)n1,-4.2,-4.6%,2.2%,-0.9%,-8.7,x,25.4%
COCCOc1cc(Nc2nnc(C(F)(F)F)s2)c(Cl)cc1Cl,0.7,-3.6%,-4.9%,-3.9%,10.0,u,x
Cc1ccc(C)c(C(=O)COC(=O)c2cc([N+](=O)[O-])ccc2NCCO)c1,-1.8,-0.9%,1.4%,-18.9%,-1.4,u,12.6%
O=C(COC(=O)c1n[nH]c2ccccc12)NC(=O)NCc1ccco1,-1.3,5.3%,-5.9%,-6.9%,7.4,u,-3.0%
CC(C)CC(=O)Nc1ccc(C(=O)Cn2c(=O)oc3ccccc32)cc1,14.1,-7.4%,3.1%,3.5%,25.8,u,-14.8%
CSc1nc(NCc2ccccc2)c2c3c(sc2n1)CN(C)CC3,19.2*,3.2%,0.1%,-5.3%,53.0*,u,13.1µM*
CC1CCCN(CC(O)COC(c2ccccc2)c2ccccc2)C1 (configuration not stated),1.2,-0.2%,-5.3%,-10.4%,-3.5,u,u
O=C1c2cccc3cc(Br)cc(c23)C(=O)N1Nc1ccccc1,-2.6,-0.7%,-9.5%,0.0%,-19.2,13.9%,u
Cc1ccc(C(C)(C)C)cc1S(=O)(=O)N1CC(=O)Nc2ccccc21,-1.5,-0.7%,2.3%,34.1%[activator],-6.4,-8.8%,-0.2%
CC(=O)O[C@H]1CC[C@H]2[C@@H]3CCC4=CC(=O)CCC4=C3C=C[C@]12C,x,x,3.5%,x,x,u,-5.1%
Cc1cc(OC(C)C(=O)NCCCN2CCCC2=O)c2c(C)c(C)c(=O)oc2c1 (configuration not stated),-0.6,-1.8%,-0.4%,-10.1%,-11.6,22.8%,-1.0%
COCCCn1c(C)cc(C(=O)CN2c3cccc4cccc(c34)S2(=O)=O)c1C,x,x,-19.0%,-8.9%,x,u,u
CC(C)c1nnc2c(N(C)S(=O)(=O)c3ccccc3)nc3ccccc3n12,0.6,-0.6%,2.8%,-7.1%,-7.3,0.9%,-20.1%
COc1ccc(-c2cc(C(=O)N/N=C(\C)c3cccnc3)c3ccccc3n2)c(OC)c1,18.5,-7.4%,-1.1%,44.7%[activator],42.0*,u,29.0%
Cc1ccc(O)c(NC(=O)c2cccc(NC(=O)c3ccco3)c2)c1,29.6*,-1.0%,-10.6%,8.7%,57.9*,14.8%,27.7%
COc1ccccc1C(=O)NCC(=O)OC(C)C(=O)N1CCOCC1 (configuration not stated),x,x,1.7%,25.1%,x,7.2%,4.1%
COC(=O)c1ccc(COc2ccc(C#N)cc2)o1,0.9,-8.1%,-4.7%,1.5%,-6.0,-24.3%,7.4%
Cc1cc(S(=O)(=O)N(Cc2ccc(C(C)C)cc2)CC2CCCO2)ccc1-n1cnnn1 (configuration not stated),-2.4,8.5%,6.4%,5.3%,-12.2,u,x
COC(=O)C1CCCCN1C(=O)c1ccc(OC2CCN(C(C)=O)CC2)c(OC)c1 (configuration not stated),-4.1,-7.5%,-4.9%,-3.5%,20.4,11.7µM*,2.6%

# Reformatted with tabs: part of the list above.
Compound	CHX counter	LmPK inh	TbPYK inhibitor	AMA1-RON2 inh	Shiga inhibitor	Pf growth 96h	Pf growth 48h
Cc1ccc(O)c(NC(=O)c2cccc(NC(=O)c3ccco3)c2)c1	29.6*	-1.0%	-10.6%	8.7%	57.9*	14.8%	27.7%
COc1ccccc1C(=O)NCC(=O)OC(C)C(=O)N1CCOCC1 (configuration not stated)	x	x	1.7%	25.1%	x	7.2%	4.1%
COC(=O)c1ccc(COc2ccc(C#N)cc2)o1	0.9	-8.1%	-4.7%	1.5%	-6.0	-24.3%	7.4%
Cc1cc(S(=O)(=O)N(Cc2ccc(C(C)C)cc2)CC2CCCO2)ccc1-n1cnnn1 (configuration not stated)	-2.4	8.5%	6.4%	5.3%	-12.2	u	x
COC(=O)C1CCCCN1C(=O)c1ccc(OC2CCN(C(C)=O)CC2)c(OC)c1 (configuration not stated)	-4.1	-7.5%	-4.9%	-3.5%	20.4	11.7µM*	2.6%
